JMJD2E inh: inhibitors of human JMJD2E histone demethylase; Potency, µM (top dose mostly 57.1 µM), for the others: at the highest dose activity change, negative = inhibition, actives largely listed as inhibitors; JMJD2E catalytic domain, FDH-coupled NADH fluorescence (FDH is formaldehyde dehydrogenase); B2RXH2; 1.6% of 230,000 active; active = well fitted inhibition curve with a large enough effect, not every such curve was filed as active; inconclusive = small, poorly fitted or top-dose-only effect, or another doubt; inactive = no such curve, though single readings can be large or run the other way;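 also: 0% = wells with enzyme and -100% = buffer wells without enzyme; nearly all actives have a fitted effect of over 50% in size; many of its hits are not listed in these tables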
Tau fibril ThT: tau fibrillization inhibition (ThT binding) | Potency, µM (titrated, usually from 57.4 µM), inactives show at the top dose activity, negative = inhibition, usual class: inhibitors | recombinant tau K18 P301L (four-repeat tau fragment), heparin-induced fibrillization, ThT fluorescence | P10636 | 2.1% of 270,000 active; also: nearly all actives have a fitted effect of over 55% in size
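Aggregation was driven by heparin (20 uM final) acting on recombinant tau […] bearing P301L in 100 mM sodium acetate pH 7; fibrils were detected with Thioflavin T.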
GoLoco inh red: inhibitors of human Gai1-RGS12 GoLoco interaction (red fluorophore) | P63096 | Potency, µM (highest dose often 61.6 µM), for inactives: top-dose activity, negative = inhibition, most hits filed as inhibitors | 0.44% of 230,000 active | Gai1:RGS12 GoLoco peptide FP, rhodamine, 10 min; active = well fitted inhibition curve with a large enough effect, not every such curve was filed as active; inactive = no such curve, though single readings can be large or run the other way; also: nearly all actives have a fitted effect of over 30% in size; many of its hits are not listed in these tables
L3MBTL1 block: blocks human L3MBTL1; Q9Y468; Potency, µM (series often up to 57.1 µM), inactives show top-dose activity, negative = inhibition, hits mostly inhibitors; AID 485360; AlphaScreen L3MBTL1–H3K9me1 peptide binding; 0.66% of 230,000 active; also: nearly all actives have a fitted effect of over 60% in size
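L3MBTL1 50 nM + b-AHA-H3(1-15)K9me1 75 nM, 30 min RT; compound added, 30 min RT; streptavidin donor/Ni-chelate acceptor beads 10 ug/mL each final, 30 min RT dark; AlphaScreen read.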
TRb SRC2 PPI: inhibitors of human thyroid hormone receptor beta-SRC2 interaction; P10828; TRbeta-SRC2 peptide binding, fluorescence polarization; receptor liganded with 1 µM T3; Potency, µM (series often up to 106 µM), for the others: at the highest dose activity change, negative = inhibition, most hits filed as inhibitors; 0.065% of 280,000 active; AID 1469;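 also: plate controls were bound peptide for no effect and peptide without receptor for full effect; nearly all actives have a fitted effect of over 50% in size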
Target sequence (P10828 whole entry, looked up): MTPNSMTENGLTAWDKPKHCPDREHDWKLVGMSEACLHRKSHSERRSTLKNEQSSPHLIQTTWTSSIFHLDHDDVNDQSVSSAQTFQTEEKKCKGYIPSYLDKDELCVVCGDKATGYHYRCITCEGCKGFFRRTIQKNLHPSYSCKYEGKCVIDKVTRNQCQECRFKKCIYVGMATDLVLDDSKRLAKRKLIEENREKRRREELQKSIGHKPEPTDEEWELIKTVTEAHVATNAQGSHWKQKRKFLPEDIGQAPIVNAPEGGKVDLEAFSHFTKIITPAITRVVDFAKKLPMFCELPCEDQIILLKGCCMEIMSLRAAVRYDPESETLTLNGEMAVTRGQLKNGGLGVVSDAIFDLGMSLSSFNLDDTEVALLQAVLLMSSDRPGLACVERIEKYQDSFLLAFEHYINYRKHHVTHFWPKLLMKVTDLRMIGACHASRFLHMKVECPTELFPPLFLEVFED
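Assay buffer: 20 mM Tris-HCl, 100 mM NaCl, 10% glycerol, 1 mM EDTA, 0.01% NP-40, 1 mM DTT, 1 uM T3, 5% DMSO; TRb LBD 0.6 uM, Texas Red SRC2 20 nM; FP after 5 hr.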
RECQ1 inh: inhibitors of human RECQ1 DNA helicase; P46063; RECQ1 DNA unwinding, red fluorescence kinetic read; Potency, µM (top dose mostly 57.3 µM), inactives show top-dose activity, negative = inhibition, actives largely listed as inhibitors; 0.54% of 240,000 active;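 also: plate controls were vehicle for no effect and no enzyme for full effect; nearly all actives have a fitted effect of over 30% in size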
Target sequence (P46063 whole entry, looked up): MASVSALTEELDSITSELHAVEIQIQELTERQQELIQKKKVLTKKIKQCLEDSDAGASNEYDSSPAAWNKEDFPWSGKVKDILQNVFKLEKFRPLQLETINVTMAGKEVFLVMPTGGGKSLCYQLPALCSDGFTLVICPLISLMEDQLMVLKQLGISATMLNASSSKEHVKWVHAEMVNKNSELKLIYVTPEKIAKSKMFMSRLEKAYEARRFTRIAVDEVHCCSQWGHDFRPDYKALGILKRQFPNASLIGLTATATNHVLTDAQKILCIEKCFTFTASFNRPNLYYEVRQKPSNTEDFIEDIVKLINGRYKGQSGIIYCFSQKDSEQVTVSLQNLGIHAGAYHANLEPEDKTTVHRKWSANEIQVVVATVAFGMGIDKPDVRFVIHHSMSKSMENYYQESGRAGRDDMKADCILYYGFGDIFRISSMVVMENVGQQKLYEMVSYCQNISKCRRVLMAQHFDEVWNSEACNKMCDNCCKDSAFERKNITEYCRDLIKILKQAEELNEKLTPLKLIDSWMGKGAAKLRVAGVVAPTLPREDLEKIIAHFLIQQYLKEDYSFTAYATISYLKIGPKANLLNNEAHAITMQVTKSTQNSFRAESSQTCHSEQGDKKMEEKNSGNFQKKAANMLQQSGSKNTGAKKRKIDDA
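50 nM RECQ1T1 preincubated 15 min with compound in Tris pH 8.0 buffer with MgCl2, DTT, Tween-20 and 2.5 ug/ml poly(dI-dC); started with 200 nM TAMRA/BHQ-2 forked duplex and 2 mM ATP. Unwinding read as fluorescence (525/598 nm), two reads 2 h apart.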
TexasRed fluor: Texas Red fluorescence interference in TRb-SRC2 counter-screen; TRb/SRC2 Texas Red total fluorescence interference; Potency, µM (doses to about 106 µM), for the others: at the top dose fluorescence change, negative = quenching; 0.29% of 280,000 active; active = well fitted curve in either direction with a large enough effect; inconclusive = small, poorly fitted or top-dose-only effect
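Human TRb ligand-binding domain at 0.6 uM with 20 nM Texas Red SRC2 peptide in Tris buffer containing 1 uM T3 and 5% DMSO, incubated with compound 5 h at ambient temperature. Total fluorescence (555/632 nm) calculated as parallel + 2 × perpendicular.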
Tau FP inhib: blocks human tau fibril formation measured by polarization. P10636. K18 P301L tau heparin fibrillization, Alexa594 FP, 6 h. Potency, µM (titrated, usually from 57.7 µM), inactives show top-dose activity, negative = inhibition, usual class: inhibitors. 0.39% of 280,000 active; also: nearly all actives have a fitted effect of over 55% in size
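Human K18 P301L fragment (15 uM unlabeled plus 0.24 uM Alexa 594-labeled) in 100 mM sodium acetate pH 7 with compound, aggregation induced by 20 uM heparin for 6 hr at 37 C. ThT (30 uM) added for 1 hr, then Alexa 594 FP read.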
* = called active by the depositor; i = inactive; ? = inconclusive; / = not tested or not shown; [ ] = remark or other dose. Unless noted, calls follow the shape of the dose curve; as a rule, active = well fitted curve in the direction sought with a large enough effect; inconclusive = small, poorly fitted or top-dose-only effect, or another doubt; inactive = no such curve, though single readings can be large; an effect the other way counts as inactive or inconclusive. Unless noted, % is scaled to controls: 0 for no effect and ±100 for the full control effect; potency is read from the fitted curve at half-maximal effect. Some of the compounds tested; rates above refer to the full screens.

SMILES	JMJD2E inh	Tau fibril ThT	GoLoco inh red	L3MBTL1 block	TRb SRC2 PPI	RECQ1 inh	TexasRed fluor	Tau FP inhib
O=C(Cn1cnc2c(nnn2Cc2ccc(F)cc2)c1=O)NCc1ccco1	-6%	-2%	2%	?	-17%	-6%	-4%	0%
COc1ccc(N(C(=O)c2cccnc2)S(=O)(=O)c2ccccc2)cc1	3%	?	3%	-1%	-3%	-4%	-5%	1%
Cc1c(NC(=O)c2cccs2)cccc1C(=O)O	1%	4%	2%	-2%	-3%	-4%	-3%	-8%
CC1(CCc2ccccc2)NC(=O)N(CC(=O)O)C1=O (stereo not given)	-5%	-6%	1%	/	-2%	i	-1%	-2%
CC(=O)c1ccc(NC(=S)Nc2cccc3cnccc23)cc1	18µM*	?	1%	/	5%	i	2%	-16%
COc1ccc(Br)cc1-c1nc(CCl)cs1	-14%	?	6%	8%	-2%	i	-1%	-7%
Cc1cc(C)c(NC(=O)Cn2c(=O)n(Cc3ccc4c(c3)OCO4)c(=O)c3ccc(C(=O)NC4CCCCC4)cc32)c(C)c1	/	0%	/	/	-9%	/	0%	-10%
CC1(C)CC2(CC(c3ccccc3)c3ccc(O)cc3O2)NC(=S)N1 (stereo not given)	3%	-6%	44%[activator]	-11%	3%	-25%	-3%	-4%
Cc1cc(C)cc(NC(=O)C(=O)NCCc2c[nH]c3ccccc23)c1	-10%	?	5%	/	2%	-14%	-2%	-4%
Cc1ccc(C(=O)c2ccc(CC(=O)O)n2C)cc1	-9%	-2%	3%	-2%	1%	3%	-2%	10%
COc1cccc2c(=O)c(C(=O)O)c[nH]c12	?	-3%	-12%	/	-3%	i	1%	-5%
O=C(O)CCCN1C(=O)/C(=C\c2ccco2)SC1=S	?	22µM*	43%	25µM*	-6%	?	-7%	?
Cc1ccc(/C=N/Nc2ccc(Cl)nn2)cc1	-7%	-6%	-5%	/	-5%	i	-5%	4%
O=C(Cn1c2ccccc2c(=O)c2ccccc21)N/N=C/c1ccc(N2CCCC2)c([N+](=O)[O-])c1	5%	2%	11%	-7%	2%	8%	2%	7%
Cc1ccc2nc(/C(C#N)=N/O)[nH]c2c1	-15%	-10%	4%	-6%	-18%	-1%	0%	8%

Just GoLoco inh red and L3MBTL1 block, for some of the entries so far:
compound	GoLoco inh red	L3MBTL1 block
COc1ccc(N(C(=O)c2cccnc2)S(=O)(=O)c2ccccc2)cc1	3%	-1%
Cc1c(NC(=O)c2cccs2)cccc1C(=O)O	2%	-2%

Next part.
SMILES	JMJD2E inh	Tau fibril ThT	GoLoco inh red	L3MBTL1 block	TRb SRC2 PPI	RECQ1 inh	TexasRed fluor	Tau FP inhib
Oc1c(C(c2ccccc2)N2CCN(Cc3ccccc3)CC2)sc2ncnn12 (stereo not given)	-1%	-14%	6%	/	-7%	-5%	-4%	8%
C#CCNC(=O)C1=C[C@@H](c2ccc(Br)cc2)C[C@@H](OCc2ccc(CO)cc2)O1	-16%	-14%	5%	-2%	1%	-15%	1%	4%
CN=C(NC#N)SCC(=O)c1ccc(Cl)cc1Cl	-13%	-7%	7%	-2%	3%	i	2%	11%
CC(C)(C)OC(=O)N1CCC(c2cc(=O)n3[nH]c(-c4ccc(Cl)cc4)cc3n2)CC1	-3%	-18%	2%	10%	2%	-9%	-1%	-11%
COCCn1c(SCC(=O)N2CCc3ccccc3C2)nc2cc(Cl)ccc2c1=O	1%	?	3%	?	-3%	-2%	0%	?
Cc1cc(C)cc(-n2c(C)cc(C(=O)CSc3nnnn3C)c2C)c1	-2%	-14%	14%	/	-10%	-14%	0%	11%
Cc1ccc(Nc2nc(C3CC3)cs2)cc1	-8%	?	12%	8%	5%	-6%	0%	6%
CCN(CC)CCOC(=O)c1ccc(NC(=O)CSc2cc(=O)n(CC)c3ccccc23)cc1	/	-2%	/	/	10%	/	3%	-14%
O=C(C1CC1)N1CCN=C1SCc1cccc(F)c1	-3%	-13%	4%	5%	-17%	?	2%	-4%
Cc1cc(=O)[nH]c2nnc(SCC(=O)Nc3ccc(OC(F)(F)F)cc3)n12	/	-3%	/	/	-1%	/	-1%	-8%
O=C(Nc1ccc(F)cc1F)c1cc(S(=O)(=O)N2CCCCC2)c[nH]1	/	?	/	/	0%	/	-1%	-12%
COc1cc(/C=C(\C#N)c2nc3ccccc3s2)ccc1OCC(=O)Nc1ccccc1	-4%	?	162%[activator]	-10%	-1%	0%	2%	7%
COc1ccc(-c2c(=O)n(OCc3ccccc3[N+](=O)[O-])c3ccccc3[n+]2[O-])c(OC)c1	7%	-14%	-5%	-5%	0%	i	0%	-2%
CCOc1cc(C(=O)Nc2ncn[nH]2)cc(OCC)c1OCC	-6%	10%	7%	10%	0%	-7%	-2%	7%
Cc1ccc(C)c(N2CCN(CCCNC(=O)c3cnn(-c4ccc(F)cc4)c3C3CCN(C(=O)OC(C)(C)C)CC3)CC2)c1	/	?	/	/	-2%	/	0%	-3%

Next part (seven carried over from the part before).
SMILES	JMJD2E inh	Tau fibril ThT	GoLoco inh red	L3MBTL1 block	TRb SRC2 PPI	RECQ1 inh	TexasRed fluor	Tau FP inhib
O=C(C1CC1)N1CCN=C1SCc1cccc(F)c1	-3%	-13%	4%	5%	-17%	?	2%	-4%
Cc1cc(=O)[nH]c2nnc(SCC(=O)Nc3ccc(OC(F)(F)F)cc3)n12	/	-3%	/	/	-1%	/	-1%	-8%
O=C(Nc1ccc(F)cc1F)c1cc(S(=O)(=O)N2CCCCC2)c[nH]1	/	?	/	/	0%	/	-1%	-12%
COc1cc(/C=C(\C#N)c2nc3ccccc3s2)ccc1OCC(=O)Nc1ccccc1	-4%	?	162%[activator]	-10%	-1%	0%	2%	7%
COc1ccc(-c2c(=O)n(OCc3ccccc3[N+](=O)[O-])c3ccccc3[n+]2[O-])c(OC)c1	7%	-14%	-5%	-5%	0%	i	0%	-2%
CCOc1cc(C(=O)Nc2ncn[nH]2)cc(OCC)c1OCC	-6%	10%	7%	10%	0%	-7%	-2%	7%
Cc1ccc(C)c(N2CCN(CCCNC(=O)c3cnn(-c4ccc(F)cc4)c3C3CCN(C(=O)OC(C)(C)C)CC3)CC2)c1	/	?	/	/	-2%	/	0%	-3%
C=C(C)c1cccc(C(C)(C)NC(=O)NCc2ccc(OC)cc2)c1	11%	-10%	-2%	-1%	-1%	-1%	-1%	-5%
O=C1N=C(N2CCOCC2)S/C1=C\c1ccccc1OS(=O)(=O)c1ccccc1	5%	2%	3%	2%	-2%	-4%	-5%	6%
Cc1ccc(Nc2c([N+](=O)[O-])ccc3c2=NC2(CCCCC2)N=3)cc1	2%	16µM*	-47%	-25%	-11%	-13%	-3%	-11%
Cn1c(=O)[nH]c2cc(Cl)cnc21	-1%	-10%	-1%	0%	1%	-4%	1%	-2%
O=c1cc(N2CCCCC2)[nH]c(=O)n1C1CCCCC1	-6%	-9%	4%	12%	1%	i	-2%	-1%
COc1ccc2c(c1)c(C(=O)N/N=C/c1ccc(O)c(O)c1)c(C)n2C	14µM*	?	2%	-4%	-3%	i	-5%	5%
CCC(=O)N1c2ccccc2CC1C(=O)NCc1cccc(C)c1 (stereo not given)	/	-2%	/	/	1%	/	-1%	2%
Cc1cccn2c(=O)c3cc(C(=O)NC4CCS(=O)(=O)C4)sc3nc12 (stereo not given)	?	1%	9%	/	0%	-4%	0%	2%
COc1cccc(NC(=O)C2CCCN(S(=O)(=O)c3cn(C(C)C)cn3)C2)c1 (stereo not given)	/	-2%	/	/	13%	/	0%	0%
CCn1cc(C(=O)NCc2ccc(C)cc2)c(=O)c2cc(S(=O)(=O)N3CCc4ccccc4C3)ccc21	/	9%	/	/	-3%	/	0%	-18%
Cc1cc(C(=O)OCC(=O)Nc2cc(C(F)(F)F)ccc2N2CCOCC2)c(C)o1	2%	-12%	-2%	6%	0%	-10%	0%	8%
Cc1cc(C)c(S(=O)(=O)N(C)CC(=O)N2CCCCC2)c(C)c1	6%	-9%	-4%	-3%	-1%	0%	-3%	3%
CN(C)S(=O)(=O)c1ccc(Cl)c(NC(=O)CN2CCc3ccccc3C2)c1	-16%	-9%	-2%	-6%	7%	-6%	-2%	-3%
Cc1ccc(S(=O)(=O)N2CCCC(C(=O)NCC(C)C)C2)cc1 (stereo not given)	10%	10%	-8%	22%	-5%	-2%	-2%	3%
COc1cc(NS(=O)(=O)c2ccc(NC(=O)COc3ccccc3Cl)cc2)nc(OC)n1	-30%	-11%	-5%	/	?	-5%	-16%	-9%

Ordered by SMILES length (rising): 3 of the compounds above
SMILES	JMJD2E inh	Tau fibril ThT	GoLoco inh red	L3MBTL1 block	TRb SRC2 PPI	RECQ1 inh	TexasRed fluor	Tau FP inhib
Cn1c(=O)[nH]c2cc(Cl)cnc21	-1%	-10%	-1%	0%	1%	-4%	1%	-2%
COc1ccc2c(c1)c(C(=O)N/N=C/c1ccc(O)c(O)c1)c(C)n2C	14µM*	?	2%	-4%	-3%	i	-5%	5%
Cc1cc(C(=O)OCC(=O)Nc2cc(C(F)(F)F)ccc2N2CCOCC2)c(C)o1	2%	-12%	-2%	6%	0%	-10%	0%	8%

(more compounds)
SMILES	JMJD2E inh	Tau fibril ThT	GoLoco inh red	L3MBTL1 block	TRb SRC2 PPI	RECQ1 inh	TexasRed fluor	Tau FP inhib
COC(=O)c1ccc(N=NNc2ccc(C(=O)OC)cc2)cc1	0%	-13%	2%	-3%	5%	1%	5%	5%
CCc1ccc(NC(=O)N2CCOc3ccc(Cl)cc32)cc1	/	-17%	/	/	-2%	/	5%	-7%
Cc1cc(NC(=O)COc2c(C)cccc2C)no1	6%	-9%	-7%	4%	-7%	-9%	-1%	-6%
COC(=O)[C@@]1(Cc2ccccc2)[C@H]2c3cc(C(=O)N(C)C)n(Cc4ccc(O)c(OC)c4)c3C[C@H]2CN1C(=O)c1ccccc1	-27%	?	-3%	/	0%	i	1%	1%

Screening results deposited in PubChem BioAssay by National Center for Advancing Translational Sciences (NCATS).
